Source: PubChem BioAssay (several laboratories)
Rin1_Abl_inh = blocks binding of human Rin1 to Abl; P00519+Q13671; TR-FRET Rin1/Abl binding, biochemical; 0.4% of 360,000 active; inhibition, % at 7.35 µM; in the data active = inhibition above about 5%, passing the limit was not always enough
CendR_NRP1_mod = modulators of CendR peptide binding to human neuropilin-1 | O14786 | FAM-RPARPAR peptide binding to NRP-1, fluorescence polarization | inhibition, % at 25 µM | 0.85% of 360,000 active | AID 602438;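 active = inhibition or corrected inhibition above about 18%, plus a signal ratio from 0.5 to 1.5, limit read from the data, passing the limit was not always enough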; note: strong numbers were not always called active
Neddyl_block = cullin neddylation inhibition. calls only at 25 µM. TR-FRET cullin neddylation, biochemical. 0.58% of 360,000 active. P61081+Q13564; in the data active = inhibition above about 36%
MT1-MMP_act_inh = inhibitors of human MT1-MMP activation; HT1080 RFP-PRO-GFP cells, GFP/RFP ratio fluorescence, overnight; percent of plate control window, DMSO zero; 0.061% of 360,000 active; GFP/RFP ratio change, % at 20 µM;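 active = GFP/RFP ratio change of at least 30% with cell ATP level not reduced by more than half and red fluorescence within 50% of control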; note: strong numbers were not always called active
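Compound: 20 µM single dose, 1% DMSO / System: HT1080 RFP-PRO-GFP cells / Controls: DMSO and RFP-L50D-GFP cell wells / Read-out basis: GFP/RFP fluorescence ratio / Schedule: overnight compound exposure at 37 °C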
FAS_TE_block = inhibitors of human fatty acid synthase thioesterase domain; inhibition, % at 15 µM; 0.67% of 360,000 active; recombinant FAS-TE, OMFH fluorogenic substrate, fluorescence endpoint; P49327; AID 602261;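 active = compounds whose normalised, plate-corrected inhibition of enzyme fluorescence in the single-dose primary screen is 50% or more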;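 note: 0% = DMSO with enzyme and 100% = substrate without enzyme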
E_coli_Lon_inh = inhibitors of E. coli Lon protease; inhibition, % at 7.94 µM; 0.42% of 360,000 active; P0A9M0; purified E. coli Lon protease, fluorescence polarization; in the data active = inhibition above about 13%, passing the limit was not always enough;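 note: 0% = enzyme with probe and DMSO and 100% = no enzyme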
bovine_MsrA_act = bovine methionine sulfoxide reductase A activation; purified bovine MsrA, absorbance read-out; activation, % at 10.6 µM; 0.3% of 360,000 active; in the data active = activation above about 7.5%;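 note: 0% = vehicle and 100% = reference activator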
SKN-1_block = blocks SKN-1 activity in C. elegans; C. elegans VP596 Pgst-4::GFP/RFP ratio, acrylamide-induced, 24 h; inhibition, % at 21.8 µM; 0.49% of 360,000 active; AID 624304;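 active = interference check ratio from 0.5 to 1.5 plus GFP to RFP signal ratio inhibition reaching or exceeding a fixed threshold, cut at about 30% in these data, passing the limit was not always enough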; note: some compounds called inactive have numbers as strong as hits
MsrA_inhibitor = inhibitors of bovine MsrA; purified bovine MsrA, absorbance read-out; inhibition, % at 15.5 µM; 0.75% of 360,000 active; in the data active = inhibition above about 4.5%;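 note: 0% = vehicle wells with enzyme and 100% = reference inhibitor wells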
* marks the source's active call; other numbers are inactive results; i = inactive. Rows were taken by chance; any-hit rate near 4.2%.

SMILES Rin1_Abl_inh CendR_NRP1_mod Neddyl_block MT1-MMP_act_inh FAS_TE_block E_coli_Lon_inh bovine_MsrA_act SKN-1_block MsrA_inhibitor
Cc1snc(SCc2ccc(Cl)cc2)c1C#N -2.0 5.4 i 5.3 24.1 -0.1 -4.5 5.4 1.1
CCOC(=O)c1c(NC(=O)COc2ccccc2)sc2c1CC(C)(C)NC2(C)C -1.9 -4.6 i -5.5 6.6 8.5 -0.3 -0.9 -0.4
CC(=O)N1CCN(c2ccc(Oc3ncnc4sccc34)cc2)CC1 1.3 -3.4 i -2.4 -3.9 5.3 4.2 -4.1 0.9
Cc1cc(C(C)(C)C)cc(C)c1C[n+]1ccc2ccccc2c1 0.8 -2.4 i 5.5 -2.6 2.2 -3.7 8.6 0.8
O=C(C[n+]1cc(Br)cc(Br)c1)c1ccc(-c2ccccc2)cc1 -0.4 10.4 i 1.7 0.2 -7.3 -8.9 1.9 -0.5
COc1ccc(OC)c(S(=O)(=O)Nc2ccc(C)c(C)c2)c1 2.0 -1.2 i 0.9 2.9 -2.0 -1.1 0.3 -0.4
COC(=O)/C(=C/c1ccccc1)NC(=O)c1ccco1 3.7 11.1 i 0.5 -12.0 -6.1 -3.9 4.9 1.4

Entries from the list above containing nitrogen in an aromatic ring:
SMILES Rin1_Abl_inh CendR_NRP1_mod Neddyl_block MT1-MMP_act_inh FAS_TE_block E_coli_Lon_inh bovine_MsrA_act SKN-1_block MsrA_inhibitor
Cc1snc(SCc2ccc(Cl)cc2)c1C#N -2.0 5.4 i 5.3 24.1 -0.1 -4.5 5.4 1.1
CC(=O)N1CCN(c2ccc(Oc3ncnc4sccc34)cc2)CC1 1.3 -3.4 i -2.4 -3.9 5.3 4.2 -4.1 0.9
Cc1cc(C(C)(C)C)cc(C)c1C[n+]1ccc2ccccc2c1 0.8 -2.4 i 5.5 -2.6 2.2 -3.7 8.6 0.8
O=C(C[n+]1cc(Br)cc(Br)c1)c1ccc(-c2ccccc2)cc1 -0.4 10.4 i 1.7 0.2 -7.3 -8.9 1.9 -0.5

Reprinted from above, 3 compounds:
SMILES Rin1_Abl_inh CendR_NRP1_mod Neddyl_block MT1-MMP_act_inh FAS_TE_block E_coli_Lon_inh bovine_MsrA_act SKN-1_block MsrA_inhibitor
O=C(C[n+]1cc(Br)cc(Br)c1)c1ccc(-c2ccccc2)cc1 -0.4 10.4 i 1.7 0.2 -7.3 -8.9 1.9 -0.5
COc1ccc(OC)c(S(=O)(=O)Nc2ccc(C)c(C)c2)c1 2.0 -1.2 i 0.9 2.9 -2.0 -1.1 0.3 -0.4
COC(=O)/C(=C/c1ccccc1)NC(=O)c1ccco1 3.7 11.1 i 0.5 -12.0 -6.1 -3.9 4.9 1.4
